# Screens from PubChem BioAssay.
# miR-122 sensor: miR-122 Renilla sensor signal increase in Huh7, primary screen, miR-122 inhibitor project, cell-based, single point, plate reader; activation (reporter increase), % at 12.5 µM; 340,000 compounds, 0.3% hits; Huh7 miR-122 Renilla luciferase sensor, 48 h; neutral wells = 0, positive control = 100;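 active means mean replicate activation score at least 90 and every replicate individually at or above 90; inconclusive means only one of the two criteria met; inactive means neither criterion met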;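 further: higher luciferase means less miR-122 activity so hits act as miR-122 inhibitors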
# CFTR F508del cor: F508del CFTR correction, initial screen, CFBE line, single point | CFBE cells, YFP halide quenching; stimulated with forskolin plus potentiator P3; % fluorescence drop versus neutral controls | activity (quench increase), % at 7.58 µM | 350,000 compounds, 0.36% hits;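 active means mean added fluorescence quench of at least 8% versus neutral control, with both replicates also reaching 8%; inconclusive means only one of the mean or replicate conditions met; inactive means mean below 8% and not both replicates reaching 8%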;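 further: cells transiently co-express mutant CFTR-F508del with the halide-sensitive YFP; corrector assay measuring rescue of mutant channel to the surface after 24 h compound exposure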
# CASP6 VEID inh: human caspase-6 inhibitors, primary screen, biochemical, VEID-R110 fluorescence, single point, set 2 | P55212 | AID 686996, 2013 | 350,000 compounds, 0.53% hits | purified caspase-6, Z-VEID-R110 cleavage fluorescence | inhibition, % at 12.5 µM;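 active means mean inhibition across replicates at least about 35%, with every replicate also reaching that limit, limit read from the data; inconclusive means only one of the two criteria met; inactive means neither criterion met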;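 further: 0% = median of neutral control wells and 100% = no fluorescence left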
# SIRT5 block: SIRT5 desuccinylase inhibitors, primary screen, biochemical, fluorescence imaging, single point, set 5. Purified SirT5, succinyl-peptide AMC, trypsin-coupled fluorescence. inhibition, % at 15 µM. 330,000 compounds, 1.1% hits. AID 652115, 2013; in the data active means inhibition above about 15%; inconclusive means no clear call, values can overlap the other calls
# ERp5 inh: inhibitors of ERp5-driven insulin aggregation, primary screen, biochemical, turbidity, absorbance 650 nm, single point. inhibition, % at 9.99 µM. AID 651711, 2012. Protein disulfide-isomerase A6 (Homo sapiens), Q15084. 350,000 compounds, 0.05% hits. 90 min;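 active means mean replicate inhibition above about 25%, with every replicate also reaching it, limit read from the data, passing the limit was not always enough; inconclusive means only one of those two criteria met; inactive means neither criterion met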
# ERAP1 HTS inh: human ERAP1 aminopeptidase inhibitors, primary screen, biochemical, single point, plate reader. AID 652197, 2013. 340,000 compounds, 0.15% hits. recombinant ERAP1, Leu-AMC fluorescence, 60 min. Endoplasmic reticulum aminopeptidase 1 (Homo sapiens), Q9NZ08. inhibition, % at 10.7 µM;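 active means mean replicate inhibition of at least 30%, or all replicates individually reaching that 30% level; inactive means mean below 30% and not every replicate reaching it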;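 further: 0% = neutral control wells and 100% = L-leucinethiol positive control wells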
# Target sequence (Q9NZ08 whole entry, looked up): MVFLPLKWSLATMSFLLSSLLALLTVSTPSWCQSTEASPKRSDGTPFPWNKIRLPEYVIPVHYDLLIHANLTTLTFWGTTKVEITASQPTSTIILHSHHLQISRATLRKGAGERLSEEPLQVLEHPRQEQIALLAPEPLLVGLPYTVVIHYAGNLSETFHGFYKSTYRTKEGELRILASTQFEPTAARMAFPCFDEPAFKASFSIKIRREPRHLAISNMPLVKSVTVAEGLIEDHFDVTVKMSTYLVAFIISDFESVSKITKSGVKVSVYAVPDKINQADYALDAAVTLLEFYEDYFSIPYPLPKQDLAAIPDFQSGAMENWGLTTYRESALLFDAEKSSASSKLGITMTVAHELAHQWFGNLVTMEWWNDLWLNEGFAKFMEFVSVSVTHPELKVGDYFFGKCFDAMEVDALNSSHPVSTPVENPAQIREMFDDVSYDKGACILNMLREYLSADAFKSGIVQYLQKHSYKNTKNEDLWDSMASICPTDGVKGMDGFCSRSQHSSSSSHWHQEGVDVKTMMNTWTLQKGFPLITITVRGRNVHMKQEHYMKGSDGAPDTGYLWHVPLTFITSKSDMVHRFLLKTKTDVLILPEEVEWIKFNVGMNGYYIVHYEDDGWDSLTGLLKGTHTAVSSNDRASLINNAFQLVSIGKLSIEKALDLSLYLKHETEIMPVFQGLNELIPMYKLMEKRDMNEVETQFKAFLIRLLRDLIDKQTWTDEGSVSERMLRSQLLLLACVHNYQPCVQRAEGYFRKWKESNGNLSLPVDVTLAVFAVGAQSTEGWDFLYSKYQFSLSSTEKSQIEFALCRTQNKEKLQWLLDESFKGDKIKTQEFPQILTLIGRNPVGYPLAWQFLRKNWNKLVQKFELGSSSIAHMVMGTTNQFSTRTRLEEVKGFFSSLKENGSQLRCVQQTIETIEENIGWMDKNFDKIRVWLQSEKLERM
# DENV2 CPE rescue: inhibitors of DENV2 cytopathic effect, primary screen, cell-based, plate reader, single concentration | 350,000 compounds, 1.7% hits | AID 651640, 2012 | CPE inhibition, % at 9.99 µM | DENV2-infected cells, cytopathic effect rescue; in the data active means CPE inhibition above about 20%, passing the limit was not always enough; inconclusive means no clear call, values can overlap the other calls; tested in BHK-21 cells;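 further: 0% = median of neutral control wells and 100% = median of positive control wells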
# * hit, by the source's call; ? = inconclusive; · = not tested or not shown; [ ] = dose if it differs, or a comment.
SMILES,miR-122 sensor,CFTR F508del cor,CASP6 VEID inh,SIRT5 block,ERp5 inh,ERAP1 HTS inh,DENV2 CPE rescue
CN(Cc1cccnc1)C(=O)CCCc1c[nH]c2ccccc12,-4,5.8,-28,·,1,2,13
COc1ccc(C2/C(=C(/O)c3ccc(S(=O)(=O)N4CCOCC4)cc3)C(=O)C(=O)N2CCN2CCOCC2)cc1 (stereo not given),·,-0.4,0,1,6,4,-3
CCOC(=O)c1cc(CC)sc1N,-1,-2.4,5,-4,2,3,0
COc1ccccc1NC(=O)Nc1nc(CC(=O)Nc2ccc(F)cc2)cs1,15,0.7,-1,-4,-1,-2,5
C=C(C)[C@@H]1CC=C(C(=O)O)CC1,-7,2.9,·,-5,-2,-1,-8
O=C(N/N=C/c1ccco1)c1cccc(N2CCCC2=O)c1,-31,4.1,4,3,1,0,3
COc1ccc(N(CC(=O)NCc2ccccn2)S(=O)(=O)c2ccccc2[N+](=O)[O-])c(OC)c1,·,-1.7,0,-4,-1,1,-4
CCc1ccc(OCCCCCn2ccnc2)cc1,6,0.0,2,0,1,4,11
Cc1ccc(S(=O)(=O)N(C)C[C@H]2OCCCC[C@@H](C)Oc3ccc(NS(=O)(=O)c4ccc(Cl)cc4)cc3C(=O)N([C@@H](C)CO)C[C@@H]2C)cc1,2[16.7 µM],1.5,2,21*,2,1,2
O=C1OC[C@H]2CCCC[C@@H](CO)ON12,-3,-2.8,-1,·,3,·,4
O=C(COC(=O)c1nc(Cl)ccc1Cl)c1ccccc1Cl,·,1.1,3,1,3,4,7
COC(=O)[C@@]1(Cc2ccc(F)cc2)[C@H]2c3cc(C(=O)N(C)C)n(Cc4ccccc4)c3C[C@H]2CN1C(=O)c1ccccc1,·,3.4,4,·,5,1,-6
C[C@@H]1CN([C@@H](C)CO)C(=O)Cc2cc(NS(=O)(=O)c3ccc(F)cc3)ccc2O[C@H]1CN(C)CC1CCCCC1,2[16.7 µM],-1.3,-3,16*,3,2,4
COc1ccccc1NC(=S)NC12CN3CN(CN(C3)C1)C2,-1,1.0,-62,-3,4,-1,-4
O=C(N1CCCCC1)N1CCN(S(=O)(=O)c2cccc([N+](=O)[O-])c2)CC1,-5,-1.8,1,-1,1,1,2
COc1ccc(S(=O)(=O)N2CCOc3ccccc32)cc1,53,4.9,-1,-2,0,-1,1
O=C(CN(CC1CCCO1)C(=O)CNS(=O)(=O)c1ccc(F)cc1)NCc1ccco1 (stereo not given),-8,-0.5,2,-6,8,-3,1
CCOc1ccc(OCC(=O)N(CCC2=CCCCC2)c2c(N)n(Cc3ccccc3)c(=O)[nH]c2=O)cc1,·,-1.4,1,-2,2,5,-3
O=C(NCc1ccc(F)cc1)[C@H]1C[C@H]2C(=O)N3CCC[C@H]3C(=O)N2[C@H]1c1ccc(O)cc1,·,-3.6,3,1,4,5,1
O=C(c1cccnc1)N1CC(=O)N2[C@@H](CO)[C@H](c3ccc(-c4cccnc4)cc3)[C@@H]2C1,·,-0.4,2,4,1,3,5
C[C@@H]1CCCCO[C@@H](CN(C)C(=O)Cc2ccccc2)[C@@H](C)CN([C@@H](C)CO)C(=O)c2cc(NS(C)(=O)=O)ccc2O1,11[16.7 µM],1.6,-1,-3,-1,0,15
Cc1ccc(-c2ccc([C@@H]3[C@@H](CO)N4CCCCN(C(=O)Nc5ccccc5)C[C@@H]34)cc2)cc1,-7[16.7 µM],-1.5,-4,9,1,-5,3
C[C@@H]1CN([C@H](C)CO)C(=O)c2cccc(NC(=O)CCCCCC(=O)Nc3ccccc3N)c2O[C@H]1CN(C)Cc1ccncc1,·,-0.1,1,-2,13,-1,-13
Cc1cc(C)n(CC(=O)NNC(=O)c2cncc(Br)c2)n1,-6,0.1,0,3,1,-1,?
O=C(C1CCCC1)N1CC2(C1)[C@H](c1ccccc1)[C@H](CO)N2C(=O)CC1CC1,·,2.8,·,0,-7,·,-6
CCC(C)(C)NC(=O)C(c1cccc(OC)c1OC)N(Cc1ccccc1)C(=O)CCC(=O)Nc1cc(C)on1 (stereo not given),7,-2.5,0,0,-4,-4,-3
COc1ccc2c3c([nH]c2c1)[C@H](CO)N(C(=O)C1CCOCC1)CC31CCN(C)CC1,·,-3.6,·,·,-2,3,9
COc1ccc(NC(=O)C(C)N=C2NS(=O)(=O)c3ccccc32)cc1S(N)(=O)=O (stereo not given),·,-4.7,-11,-25,7,-3,5
O=C(Nc1sc2c(c1C(=O)NCCCO)CCCC2)c1ccccc1,3,-6.1,2,-2,1,-4,0
O=C(c1ccco1)N1CCN(C2CC(=O)N(c3ccc(F)c(Cl)c3)C2=O)CC1 (stereo not given),-2,0.3,4,2,0,1,-3

# Ordered by value in CFTR F508del cor (descending): some entries from above.
SMILES,miR-122 sensor,CFTR F508del cor,CASP6 VEID inh,SIRT5 block,ERp5 inh,ERAP1 HTS inh,DENV2 CPE rescue
COc1ccc(S(=O)(=O)N2CCOc3ccccc32)cc1,53,4.9,-1,-2,0,-1,1
CCC(C)(C)NC(=O)C(c1cccc(OC)c1OC)N(Cc1ccccc1)C(=O)CCC(=O)Nc1cc(C)on1 (stereo not given),7,-2.5,0,0,-4,-4,-3
COc1ccc2c3c([nH]c2c1)[C@H](CO)N(C(=O)C1CCOCC1)CC31CCN(C)CC1,·,-3.6,·,·,-2,3,9
COc1ccc(NC(=O)C(C)N=C2NS(=O)(=O)c3ccccc32)cc1S(N)(=O)=O (stereo not given),·,-4.7,-11,-25,7,-3,5

# (list continues)
SMILES,miR-122 sensor,CFTR F508del cor,CASP6 VEID inh,SIRT5 block,ERp5 inh,ERAP1 HTS inh,DENV2 CPE rescue
COC(=O)c1c(C)[nH]c(C(=O)COC(=O)CCc2ccc(OC)c(OC)c2)c1C,1,-0.4,-2,-1,-7,0,?
Cc1nc2ccccc2n1C(C)c1nc2ccccc2n1CC(=O)c1ccc(OC(F)(F)F)cc1 (stereo not given),·,0.8,0,·,6,1,-12
CS(=O)(=O)N1CCN(c2ccccc2NC(=S)NC(=O)c2cccs2)CC1,·,1.0,0,0,2,2,-1
CC1=C(C(=O)N(C(C)C)C(C)C)CC(CC(=O)NCc2ccco2)C(=O)N1Cc1ccccc1 (stereo not given),4,2.1,-2,-3,10,-1,-1
CN=C(Cc1ccccc1)C1=C(O)CC(C)(C)CC1=O,·,-3.0,0,2,-2,0,-2
COc1cc(/C=N/NC(=O)c2cc[n+]([O-])cc2)cc(OC)c1OC,0,4.1,0,2,1,3,-2
CC1=NN(c2ccccc2)C(=O)C1/C=C1/NC(=S)NC1=O (stereo not given),1,0.1,3,-3,0,4,0
COc1ccccc1CNC(=O)C1CCN(Cc2nc(-c3ccc(Cl)cc3)oc2C)CC1,·,0.7,-3,-10,9,-1,2
CCC(=O)N1[C@H](CO)[C@H](c2ccc(-c3cccnc3)cc2)[C@@H]1CN(C)C(C)=O,-14[16.7 µM],0.1,·,·,·,·,5
COc1cccc(/C=N/Nc2nnc(C)n2N)c1O,13,-5.3,10,1,3,0,11
COc1ccc2c3c([nH]c2c1)[C@H](CO)N(C(=O)c1cccc(F)c1)CC31CCN(C(=O)CC2CC2)CC1,·,-0.8,-1,1,-3,1,-6
Cc1noc(C)c1S(=O)(=O)Nc1ccc2c(c1)CC(=O)N([C@H](C)CO)C[C@H](C)[C@@H](CN(C)Cc1ccc(-c3ccccc3)cc1)O2,-3[16.7 µM],2.6,0,4,8,-1,-2
CS(=O)(=O)N1C[C@@H](O)COC[C@H]2O[C@@H](CC(=O)NCc3ccccc3)CC[C@@H]21,0[16.7 µM],-0.4,·,·,·,·,-8
O=C(c1cc([N+](=O)[O-])ccc1N1CCOCC1)N1CCN(S(=O)(=O)c2ccc(F)cc2)CC1,·,2.7,7,-1,12,4,-4
O=C(CN1CCC(Cc2ccccc2)CC1)NC(=O)NCc1ccccc1,3,0.7,-1,-2,4,3,11
CO[C@@H]1CN(C)C(=O)c2cc(NC(=O)CC(F)(F)F)ccc2OC[C@@H](C)N(CC2CC2)C[C@H]1C,·,-0.1,-3,·,9,2,10
COc1cccc(NC(=O)CN(C)C(=O)c2ccc(NC3CC3)c([N+](=O)[O-])c2)c1,-8,-4.2,3,2,1,1,-6
O=C(CCN1C(=O)/C(=C/c2ccco2)SC1=S)Nc1ccc(O)cc1C(=O)O,-4,3.7,70*,48*,2,6,-3
CCOC(=O)CSc1cc(C(F)(F)F)nc(-c2ccccn2)n1,-8,·,0,-2,-2,-3,·
CCOc1ccc(N2CC(C(=O)NCc3ccc4c(c3)OCO4)CC2=O)cc1 (stereo not given),-4,-3.0,1,-4,1,3,-7
O=C(COC(=O)c1cc(Cl)nc(Cl)c1)Nc1ccc(Cl)c(S(=O)(=O)N2CCOCC2)c1,·,1.1,-2,0,0,3,-3
COc1ccc(NC(=O)c2nnn(Cc3cccc(F)c3)c2N)c(OC)c1,-1,0.0,-2,·,0,·,-4
CC(C)NC(=O)C1C(c2ccc(C(F)(F)F)cc2)=Nc2ccccc2N1C(=O)c1cccc(C(F)(F)F)c1 (stereo not given),·,-2.1,0,·,5,3,3
Cc1ccc(N2C(=O)N(CC(=O)Nc3cccc([N+](=O)[O-])c3C)C(=O)C2C)cc1 (stereo not given),·,-0.8,0,5,10,2,8
Cc1noc(C)c1NC(=O)Nc1cccc2c1O[C@@H](CN(C)Cc1ccc(C(=O)Nc3ccccc3N)cc1)[C@H](C)CN([C@H](C)CO)C2=O,-4[16.7 µM],1.2,7,4,-1,1,-8
C[C@@H]1CN([C@H](C)CO)C(=O)Cc2cc(NC(=O)c3ccncc3)ccc2O[C@H]1CN(C)Cc1ccncc1,-1[16.7 µM],0.7,4,-3,-1,4,-2
Oc1ccccc1CC=NC1CCCCC1,15,-4.8,2,0,-3,2,6
O=C(Nc1cc(=O)[nH]c(=O)[nH]1)c1cccc(C(F)(F)F)c1,-9,2.4,-1,-4,0,2,?
Cc1ccc(NC(=O)C2CC(=O)N(CCc3ccccc3)C2)cc1Cl (stereo not given),-8,0.9,1,1,-3,-6,4
O=C(NC1CCCCC1)C(c1ccnc2ccccc12)N1CCc2ccccc2C1 (stereo not given),8,-1.1,76*,-2,-2,0,-7
Cc1ccc(N2C(=O)N(CC(=O)Nc3cc(C)cc(C)c3)C(=O)C2C)cc1 (stereo not given),·,-1.8,-5,-8,-4,-6,5
CC1=C(C(=O)N(C)C)CC(CC(=O)NCCCCc2ccccc2)C(=O)N1CCC1=CCCCC1 (stereo not given),4,4.5,3,0,-2,-1,-4

# Exported as labelled records: 4 of the compounds above
Oc1ccccc1CC=NC1CCCCC1
  miR-122 sensor: 15
  CFTR F508del cor: -4.8
  CASP6 VEID inh: 2
  SIRT5 block: 0
  ERp5 inh: -3
  ERAP1 HTS inh: 2
  DENV2 CPE rescue: 6
O=C(Nc1cc(=O)[nH]c(=O)[nH]1)c1cccc(C(F)(F)F)c1
  miR-122 sensor: -9
  CFTR F508del cor: 2.4
  CASP6 VEID inh: -1
  SIRT5 block: -4
  ERp5 inh: 0
  ERAP1 HTS inh: 2
  DENV2 CPE rescue: ?
Cc1ccc(NC(=O)C2CC(=O)N(CCc3ccccc3)C2)cc1Cl (stereo not given)
  miR-122 sensor: -8
  CFTR F508del cor: 0.9
  CASP6 VEID inh: 1
  SIRT5 block: 1
  ERp5 inh: -3
  ERAP1 HTS inh: -6
  DENV2 CPE rescue: 4
O=C(NC1CCCCC1)C(c1ccnc2ccccc12)N1CCc2ccccc2C1 (stereo not given)
  miR-122 sensor: 8
  CFTR F508del cor: -1.1
  CASP6 VEID inh: 76*
  SIRT5 block: -2
  ERp5 inh: -2
  ERAP1 HTS inh: 0
  DENV2 CPE rescue: -7

# An unsorted share of the library, and some 4% of all compounds hit somewhere here.
